PI4K2A inh: qHTS for small molecular inhibitors of PI4K2A. Phosphatidylinositol 4-kinase type 2-alpha (Homo sapiens), Q9BTU6. purified PI4K2A, ADP-Glo luminescence, 1 h; active compounds read low. activity change, negative = inhibition, % at 76.9 µM. actives 0.13% (n = 420,000). AID 1346378, 2018; in the data active = activity change below about -50%; inconclusive = mostly about -30% to -49%;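 also: -100% = wells without enzyme as full effect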
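Compounds are screened against recombinant PI4K2A using PI as substrate and ATP, the latter dispensed at 300 microM. Reactions run one hour at ambient temperature before ADP-Glo detection; full inhibition defined by wells lacking enzyme.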
D2 antagonist: HTS Assay for Allosteric Antagonists of the Human D2 Dopamine Receptor: Primary Screen for Antagonists; D(2) dopamine receptor (Homo sapiens), P14416; HEK293 TREx D2 cells, calcium flux, dopamine EC80; inhibition, % at 10 µM; actives 2% (n = 340,000); in the data active = inhibition above about 30%; also: 0% is about no effect
Target sequence (P14416 whole entry, looked up): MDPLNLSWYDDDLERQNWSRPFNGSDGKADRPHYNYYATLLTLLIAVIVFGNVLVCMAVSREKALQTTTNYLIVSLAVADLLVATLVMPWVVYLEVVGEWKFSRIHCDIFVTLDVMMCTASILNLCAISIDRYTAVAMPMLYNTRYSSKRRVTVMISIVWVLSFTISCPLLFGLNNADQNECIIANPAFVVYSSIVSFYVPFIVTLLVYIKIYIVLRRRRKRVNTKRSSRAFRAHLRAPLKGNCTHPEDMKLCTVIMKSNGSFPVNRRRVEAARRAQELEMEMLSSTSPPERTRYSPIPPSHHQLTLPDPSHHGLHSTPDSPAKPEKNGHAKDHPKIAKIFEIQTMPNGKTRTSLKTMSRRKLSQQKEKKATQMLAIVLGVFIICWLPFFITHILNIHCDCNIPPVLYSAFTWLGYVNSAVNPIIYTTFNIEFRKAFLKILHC
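Cells plated overnight at 30 C with tetracycline; no-wash calcium dye, 30–90 min RT; 10 s baseline; compound pinned; 180 s read; EC80 dopamine added; another 180 s read.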
mIDH1 inhibitor: qHTS for Inhibitors of mutant isocitrate dehydrogenase 1 (IDH1): qHTS; IDH1-R132H enzyme, NADPH consumption, diaphorase/resazurin fluorescence; Isocitrate dehydrogenase [NADP] cytoplasmic (Homo sapiens), O75874; Potency, µM (highest dose often 76.6 µM), for inactives: at the top dose activity change, negative = inhibition, actives largely listed as inhibitors; AID 602179, 2012; actives 0.093% (n = 390,000); also: potency is read from the fitted curve at half-maximal effect; % is scaled to controls: 0 for no effect and ±100 for the full control effect; nearly all actives have a fitted effect of over 65% in size
Target sequence (O75874 whole entry R132H, stated change not applied): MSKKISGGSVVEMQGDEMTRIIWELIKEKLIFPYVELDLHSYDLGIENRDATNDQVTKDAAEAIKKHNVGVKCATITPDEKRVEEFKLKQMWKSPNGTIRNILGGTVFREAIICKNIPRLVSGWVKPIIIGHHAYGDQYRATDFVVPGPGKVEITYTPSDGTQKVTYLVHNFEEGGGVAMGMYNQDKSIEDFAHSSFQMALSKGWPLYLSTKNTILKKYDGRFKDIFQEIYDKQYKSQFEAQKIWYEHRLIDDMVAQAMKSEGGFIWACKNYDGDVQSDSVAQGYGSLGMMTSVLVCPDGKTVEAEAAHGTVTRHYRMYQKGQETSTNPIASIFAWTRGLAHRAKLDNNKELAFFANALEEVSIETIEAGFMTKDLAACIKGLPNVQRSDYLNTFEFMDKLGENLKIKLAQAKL
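IDH1-R132H (0.5 ug/mL dispensed) in pH 7.5 Tris buffer was preincubated 30 min with compound, then given a substrate mix of 0.016 mM NADPH and 2 mM alpha-KG for 80 min at room temperature; remaining NADPH was read by diaphorase/resazurin fluorescence.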
TRHR PAM: qHTS for Small Molecule Agonists and Allosteric Enhancers of Human TRH Receptor: Primary Screen for Enhancers; Thyrotropin-releasing hormone receptor (Homo sapiens), P34981; TRHR cells, fluo-8 calcium fluorescence, EC20 TRH enhancement; enhancement, % at 2 µM; actives 0.66% (n = 360,000); in the data active = enhancement above about 30%; also: 0% is about no effect
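TRHR-expressing cells loaded with fluo-8 calcium dye were read kinetically (ex 480/em 530) during compound addition, then stimulated with an EC20 of TRH (10 nM final). Enhancement of the Gq-mediated intracellular calcium response was scored.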
TrxR1 substrate: qHTS Assay for Substrates of Mammalian Selenoprotein Thioredoxin Reductase 1 (TrxR1): qHTS. Thioredoxin reductase 1, cytoplasmic (Rattus norvegicus), O89049. Potency, µM (doses to about 114 µM), for the others: at the top dose activity change, negative = substrate turnover. purified TrxR1 substrate turnover, NADPH consumption readout. actives 0.01% (n = 390,000). AID 588456, 2011; also: potency is read from the fitted curve at half-maximal effect; % is scaled to controls: 0 for no effect and ±100 for the full control effect; nearly all actives have a fitted effect of over 50% in size
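Rat TrxR1, dispensed at 90 nM, was prereduced with 400 uM NADPH (final) for 5 min at ~22 deg C, then incubated with compound 15 min before 400 uM selenite. A first-read NADPH fluorescence drop versus no-compound background flagged substrates.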
TrxR1 inh: qHTS Assay for Inhibitors of Mammalian Selenoprotein Thioredoxin Reductase 1 (TrxR1): qHTS; Thioredoxin reductase 1, cytoplasmic (Rattus norvegicus), O89049; recombinant rTrxR1, NADPH fluorescence consumption, selenite substrate; Potency, µM (series often up to 114 µM), without a hit: at the highest dose activity change, negative = inhibition, actives largely listed as inhibitors; actives 1% (n = 390,000); also: potency is read from the fitted curve at half-maximal effect; % is scaled to controls: 0 for no effect and ±100 for the full control effect; nearly all actives have a fitted effect of over 65% in size
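Rat TrxR1 (90 nM in the dispensed reagent) was pre-reduced with 400 uM NADPH for 5 min at room temperature, then incubated with compound for 15 min. After 400 uM selenite was added, NADPH fluorescence (Ex 340/Em 450 nm) was followed for 8 min.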
D2 agonist: HTS Assay for Allosteric Agonists of the Human D2 Dopamine Receptor: Primary Screen for Agonists | D(2) dopamine receptor (Homo sapiens), P14416 | HEK293 T-REx D2 cells, calcium flux agonist mode | activation, % at 2 µM | actives 0.53% (n = 340,000) | AID 485358, 2010;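 active = activation over 3 SD above normal in the single-dose calcium agonist read, cut at about 30% in these data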; also: 0% is about no effect
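In this primary screen, compounds producing a positive calcium signal within 180 s of addition to tetracycline-induced, force-coupled HEK293 Trex D2 cells are flagged; cells are dye-loaded with a no-wash calcium kit beforehand.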
USP1 inh: Inhibitors of USP1/UAF1: Primary Screen; Ubiquitin carboxyl-terminal hydrolase 1 (Homo sapiens), O94782; recombinant USP1/UAF1, Ub-Rhodamine cleavage fluorescence; Potency, µM (highest dose often 57.1 µM), without a hit: at the top dose activity change, negative = inhibition, usual class: inhibitors; actives 0.23% (n = 390,000); AID 743255, 2014; also: potency is read from the fitted curve at half-maximal effect; % is scaled to controls: 0 for no effect and ±100 for the full control effect; nearly all actives have a fitted effect of over 60% in size; inactives centre near -12
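In this screen, compounds sit with the deubiquitinase complex (1nM) for 15 min at room temperature before Ub-Rho is added at 150nM final. Fluorescence rise is then followed for 6 reads every 60 seconds.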
TRHR agonist: qHTS for Small Molecule Agonists and Allosteric Enhancers of Human TRH Receptor: Primary Screen for Agonists. Thyrotropin-releasing hormone receptor (Homo sapiens), P34981. actives 0.18% (n = 360,000). activation, % at 2 µM. TRHR cells, calcium flux fluo-8, FDSS agonist mode. AID 493084, 2011; in the data active = activation above about 30%; also: 0% is about no effect
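In this calcium-flux screen, cells bearing human TRHR are dye-loaded with fluo-8, baselined for 10 cycles, then exposed to library compounds; positive kinetic calcium responses during the agonist phase mark hits, with TRH as control.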
* marks the source's active call; other numbers are inactive results; ? = inconclusive; . = not tested or not shown; [ ] = another dose, or the depositor's remark. Unless noted, calls follow the shape of the dose curve; as a rule, active = well fitted inhibition curve with a large enough effect; inconclusive = small, poorly fitted or top-dose-only effect; inactive = no such curve, though single readings can be large or run the other way.

SMILES	PI4K2A inh	D2 antagonist	mIDH1 inhibitor	TRHR PAM	TrxR1 substrate	TrxR1 inh	D2 agonist	USP1 inh	TRHR agonist
N#CC1=C2N=C(N)c3c(sc4c3CCCCC4)N2C2=C(C(=O)CCC2)C1c1ccccc1 (stereo not given)	1	-6	-3%	-3	1%	-24%	-1.6	?	0.5
Brc1ccc(-c2nnc(-c3cccnc3)o2)cc1	-4	.	2%	.	8%[57.1 µM]	21%[57.1 µM]	.	-13%	.
CCCC(=O)N(Cc1cc(=O)[nH]c2ccccc12)c1ccc(OC)cc1	-20	9	-7%	-20	4%	10%	-1.5	-10%	-1.6
Cn1c(SCC(=O)N2CCCc3ccccc32)nnc1-c1cccs1	3	0	8%	-1	3%	2%	0.1	-17%	-0.5
COC(=O)Cn1nc(-c2ccccc2)c2ccccc21	1	-17	3%	2	-8%	-6%	1.1	-21%	-0.2
CN(C)c1ccc(/C=N/NC(=O)c2ccc(CN3C(=O)c4cccc5cccc3c45)cc2)cc1	.	-3	.	4	.	.	-1.1	.	-0.6
COc1ccccc1-c1cn[nH]c1-c1ccc(O)cc1O	18	-6	6%	-4	6%	14%	0.4	-12%	0.6
FC(F)(F)c1ccc(Nc2nnnc3ccccc23)cc1	-6	13	0%	6	-3%	-1%	-0.4	-23%	0.7
CCOC(=O)c1c(C)oc2ncnc(Nc3ccc(CC)cc3)c12	-6	.	2%	-1	-1%	12%	0.4	-25%	0.6
CC/C(Cc1ccccc1)=N\NC(=O)c1cc([N+](=O)[O-])cc([N+](=O)[O-])c1	1	-7	7%	12	4%	23%	0.0	-7%	0.7
CCc1ccc(OCC2c3cc(OC)c(OC)cc3CCN2C(=O)COc2ccccc2)cc1 (stereo not given)	3	.	-6%	4	-4%[57.1 µM]	9%[57.1 µM]	0.4	-24%	0.2
Cc1ccc(/C(N)=N/OC(=O)Oc2ccccc2)cc1	4	-22	3%	-2	1%	6%	0.9	-1%	0.3
COc1cccc(/C(=N/O)C2CC2c2ccc(Cl)cc2)c1 (stereo not given)	2	7	8%	1	5%[57.1 µM]	29%[57.1 µM]	0.9	-20%	0.3
CC1(C)CC(=NO)CC(C)(C)N1	7	-5	-13%	3	-8%	-7%	0.1	-1%	-0.1
CN(C)S(=O)(=O)N1CCC(Oc2cccc(C(=O)N3CCSCC3)c2)CC1	-7	9	6%	11	-10%	-16%	0.6	-17%	0.9
CCC(C)NS(=O)(=O)c1ccc(F)c(C(=O)Nc2c(F)cc(F)cc2Br)c1 (stereo not given)	1	1	2%	-16	3%	22%	-1.7	-24%	-1.4
O=C(/C=C/c1ccco1)NC(=S)NNC(=O)c1ccco1	-1	-1	0%	-2	-11%	?	1.4	-9%	0.5
O=C(CC1(O)C(=O)Nc2ccccc21)c1cccc(Br)c1 (stereo not given)	2	-2	15%	-1	-2%	3%	-1.1	-1%	-1.2
COc1cc2c(cc1OC)-c1n[nH]c(=S)n1C(C)(C)C2	0	-1	-1%	0	5%	-11%[57.1 µM]	1.9	-4%	-0.5
CN(C)c1nc(SCCOC(=O)c2ccccc2)nc(N(C)C)n1	3	12	0%	-3	6%[57.1 µM]	11%[57.1 µM]	3.7	-19%	-0.5
CC(=O)N1CCN(c2ccc(NCc3cccs3)cc2)CC1	-22	-6	22%	-6	6%	-16%	0.6	-30%	0.3
Cc1nn(-c2ccccc2)c2c1C(c1ccncc1)C(C#N)=C(N)O2 (stereo not given)	-10	-2	6%	2	-6%	-44%	-0.5	-10%	0.4
CC(=O)N1CCOc2ccc(S(=O)(=O)N3CCN(c4cccc(C(F)(F)F)c4)CC3)cc21	8	-13	-1%	7	-14%	3%	0.3	-24%	-0.7
O=C(CCN1C(=O)/C(=C/c2ccccc2F)SC1=S)N[C@@H](CO)Cc1ccccc1	9	-3	-9%	16	-4%	9%	-0.5	0%	-0.9
Cc1cc(=O)n2nc(N3CCC(C(=O)Nc4ccc(C(C)C)cc4)CC3)sc2n1	-2	.	5%	2	-3%	-1%	-0.1	-20%	-1.3
C[C@H](NC(=O)c1nc[nH]c1C(=O)N1CCc2ccccc2C1)c1ccccc1	0	-2	-8%	-4	6%	13%	0.2	-24%	-0.3
Cc1ccc(-c2cn3cccc(C)c3n2)cc1	-4	-15	6%	3	39%	19%[57.1 µM]	-0.6	-1%	-1.9
CCn1cc(C(=O)OCC(=O)Nc2cccc(Cl)c2Cl)c(=O)c2ccc(C)nc21	3	-7	-2%	0	-5%[57.1 µM]	-5%[57.1 µM]	-0.4	-18%	-1.5
CS(=O)(=O)Nc1ccccc1C(=O)NCCSCc1ccccc1	-1	15	2%	-1	13%[57.1 µM]	15%[57.1 µM]	0.3	-19%	-0.6
CC(=O)c1c(C)[nH]c(C(=O)N2CCN(S(=O)(=O)c3ccc(C)cc3C)CC2)c1C	-12	-9	1%	6	3%	16%	0.1	-21%	-0.4
CCCC(c1nnnn1CCOC)N1CCN(C(=O)c2ccco2)CC1 (stereo not given)	-5	-3	0%	-5	7%[57.1 µM]	5%[57.1 µM]	2.8	-19%	-0.3
COc1ccc(O)c(/C=N/NC(=O)CCC(=O)Nc2ccc(C)cc2)c1	0	-12	-1%	6	-2%	26%	-1.3	5%	-0.9
CCN1C(=O)C2C(C1=O)N1C(c3cccs3)C3C(=O)N(CC)C(=O)C3N1C2c1cccs1 (stereo not given)	1	6	4%	-7	4%	7%	1.2	-27%	-0.4
Cn1nnc(C(O)CN2CCOCC2)n1 (stereo not given)	-14	12	5%	3	-2%	-5%	-0.8	0%	-1.5
C=CCC1[C@H](C)[C@H]2[C@@H]3CC[C@@H](C3)[C@H]2CN1S(=O)(=O)c1ccc(C)cc1 (stereo not given in full)	-4	.	10%	.	-10%	-1%	.	-8%	.
C=CCNC(=O)c1cnc2n(c1=O)CCS2	-4	-26	-11%	6	-6%	3%	-0.3	-21%	-0.7
Cc1ccc(NC(=O)Cc2noc3ccccc23)c(C)c1	4	24	23%	24	12%[57.1 µM]	17%[57.1 µM]	0.3	-7%	0.1
CC(C)OP(=O)(OC(C)C)/C(C=O)=N\Nc1ccc([N+](=O)[O-])cc1	0	7	3%	2	-8%	12%	-0.3	-21%	-0.4
Cc1ccc(NC(=O)CCCc2nnc3n(C)c(=O)c4sccc4n23)cc1F	-3	.	9%	-6	9%	18%	2.5	?	-0.5
O=C(O)CCc1nnc(SCC(=O)Nc2ccc(Br)cc2)[nH]c1=O	-6	-4	-5%	-1	-4%[57.1 µM]	-6%[57.1 µM]	-4.0	-25%	0.0
COc1cccc(C(=O)COc2ccc3ccc(=O)oc3c2)c1	-3	.	2%	2	5%	8%	.	-4%	-0.2
COc1ccc(-c2nc(CS(=O)CC(=O)NC3CCCCC3)c(C)o2)cc1OC (stereo not given)	6	-11	0%	-3	8%	50µM*	1.1	-17%	0.0
COc1ccc(-c2ccc(S(=O)(=O)N3CCOCC3)cc2)cc1	1	-2	7%	1	29%	19%	-0.1	-7%	1.4
CCCCn1c(N)c(N(CCC(C)C)C(=O)c2ccc(C)o2)c(=O)[nH]c1=O	-2	16	-6%	4	1%	23%	0.0	-19%	0.5
O=c1[nH]c(CN2CCN(c3ccccc3O)CC2)nc2scc(-c3ccccc3Cl)c12	-5	7	0%	-1	-2%	23%	0.7	-19%	0.1
Cc1ccc(-c2noc(CN3C(C)CCCC3C)n2)cc1 (stereo not given)	4	7	2%	2	-6%	?	-0.2	5%	-0.8
N=c1c2c(-c3ccccc3)c(-c3ccccc3)n(Cc3ccco3)c2ncn1CCO	0	14	2%	-4	-2%	-34%	1.2	2%	0.3
COC(=O)c1cc2occc2n1Cc1nc(-c2cccc(Br)c2)oc1C	3	.	1%	-11	1%	11%	-0.2	-5%	0.4
COc1ccc(OC)c(Cc2nnc(CCC(=O)N3CCN(C4CCCC4)CC3)o2)c1	-3	-1	5%	16	8%[57.1 µM]	18%[57.1 µM]	0.1	1%	0.0
O=C(CSc1nccc2ccccc12)N1CCN(c2ccccn2)CC1	0	-7	-3%	0	-7%	4%	0.2	-22%	-0.3

Shown as labelled records: part of the list above
CCN1C(=O)C2C(C1=O)N1C(c3cccs3)C3C(=O)N(CC)C(=O)C3N1C2c1cccs1 (stereo not given)
  PI4K2A inh: 1; D2 antagonist: 6; mIDH1 inhibitor: 4%; TRHR PAM: -7; TrxR1 substrate: 4%; TrxR1 inh: 7%; D2 agonist: 1.2; USP1 inh: -27%; TRHR agonist: -0.4
Cc1ccc(-c2noc(CN3C(C)CCCC3C)n2)cc1 (stereo not given)
  PI4K2A inh: 4; D2 antagonist: 7; mIDH1 inhibitor: 2%; TRHR PAM: 2; TrxR1 substrate: -6%; TrxR1 inh: ?; D2 agonist: -0.2; USP1 inh: 5%; TRHR agonist: -0.8
FC(F)(F)c1ccc(Nc2nnnc3ccccc23)cc1
  PI4K2A inh: -6; D2 antagonist: 13; mIDH1 inhibitor: 0%; TRHR PAM: 6; TrxR1 substrate: -3%; TrxR1 inh: -1%; D2 agonist: -0.4; USP1 inh: -23%; TRHR agonist: 0.7
Cc1ccc(-c2cn3cccc(C)c3n2)cc1
  PI4K2A inh: -4; D2 antagonist: -15; mIDH1 inhibitor: 6%; TRHR PAM: 3; TrxR1 substrate: 39%; TrxR1 inh: 19%[57.1 µM]; D2 agonist: -0.6; USP1 inh: -1%; TRHR agonist: -1.9

Source: PubChem (National Center for Advancing Translational Sciences (NCATS))
